Screening data: PubChem, Sanford-Burnham Center for Chemical Genomics
A3G deaminase: APOBEC3G (human) deaminase inhibition; Q9HC16; recombinant A3G, ssDNA deamination FAM/TAMRA fluorescence; inhibition, % at 20 µM; actives 0.28% (n = 330,000);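 active = inhibition of at least 40% at 20 µM, with no more than 30% in the related APOBEC3A deaminase screen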;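 note: plate controls were DMSO wells with A3G for no effect and wells lacking A3G enzyme for full effect; some compounds called inactive have numbers as strong as hits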
Target sequence (Q9HC16 whole entry, looked up): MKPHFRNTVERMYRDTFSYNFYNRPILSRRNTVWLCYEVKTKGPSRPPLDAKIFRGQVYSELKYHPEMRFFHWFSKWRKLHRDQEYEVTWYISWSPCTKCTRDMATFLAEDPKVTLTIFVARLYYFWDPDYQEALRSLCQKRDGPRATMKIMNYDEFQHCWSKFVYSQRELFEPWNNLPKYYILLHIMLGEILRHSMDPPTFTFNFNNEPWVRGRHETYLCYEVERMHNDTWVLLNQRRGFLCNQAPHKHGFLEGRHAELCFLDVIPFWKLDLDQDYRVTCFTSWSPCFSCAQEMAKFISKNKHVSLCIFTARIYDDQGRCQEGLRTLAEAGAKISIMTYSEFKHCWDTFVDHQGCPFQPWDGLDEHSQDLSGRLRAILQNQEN
APOBEC3A inh: blocks human APOBEC3A ssDNA deamination. AID 493011. actives 0.41% (n = 330,000). inhibition, % at 20 µM. recombinant A3A, FAM/TAMRA ssDNA deamination fluorescence;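 active = at least 40% inhibition at 20 µM here, with at most 30% in a related deaminase screen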;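 note: plate controls were A3A with DMSO for no effect and wells lacking A3A enzyme for full effect; some results filed as inactive read as strong as hits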
Target sequence (P31941 whole entry, looked up): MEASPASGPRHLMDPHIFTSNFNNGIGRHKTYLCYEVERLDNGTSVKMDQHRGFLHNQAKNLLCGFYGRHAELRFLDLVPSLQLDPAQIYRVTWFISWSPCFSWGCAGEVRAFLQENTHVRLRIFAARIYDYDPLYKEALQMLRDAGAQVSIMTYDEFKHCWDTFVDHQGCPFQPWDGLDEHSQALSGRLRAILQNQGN
NLRP3 yeast inh: NALP3 inhibition in yeast; actives 0.39% (n = 330,000); inhibition, % at 10 µM; Yeast reconstituted NLRP3/ASC/caspase-1, beta-gal luminescence, 24 h;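 active = inhibition of 50% or more; inactive = inhibition below 50%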;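 note: plate controls were induced DMSO wells for no effect and uninduced yeast grown without galactose for full effect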
tim10-1 inh: inhibits growth of tim10-1 mutant yeast. S. cerevisiae tim10-1 ts strain growth, BacTiter-Glo, 24 h. inhibition, % at 20 µM. actives 2.2% (n = 330,000). AID 463190;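 active = inhibition of at least 40%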;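 note: mutant grown at 25 °C; 0% = DMSO wells with yeast and 100% = wells holding no yeast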
mIAP inh: mouse IAP inhibition; purified mouse IAP, CDP-Star luminescence, 30 min; inhibition, % at 10 µM; actives 0.2% (n = 330,000);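 active = inhibition of at least 40% at 10 µM in the primary screen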;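 note: plate controls were DMSO with enzyme for no effect and no enzyme wells for full effect; values of inactives mirror those of a sister screen read the other way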
TIM10 inh: growth inhibitors of TIM10 yeast strain; actives 1.4% (n = 330,000); S. cerevisiae TIM10 strain growth, BacTiter-Glo luminescence, 24 h; inhibition, % at 10 µM; AID 463195;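 active = inhibition of 40% or more at the single tested concentration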;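 note: wild-type TIM10 isogenic control strain grown at permissive 25 °C; 0% = DMSO yeast wells and 100% = minimal medium wells without yeast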
MIN6 prolif: MIN6 beta-cell proliferation induction; proliferation, % at 10 µM; MIN6 cells proliferation, ATPlite luminescence, 48 h; cells starved in 0.2% serum; 100% = growth in 10% serum; actives 0.29% (n = 330,000);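 active = compounds whose signal lies at least 3.5 SD above the mean of all wells on their plate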;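 note: 0% = DMSO-treated cells in low-serum medium and 100% = 10% serum control; some compounds called inactive have numbers as strong as hits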
hIAP block: human IAP inhibition | actives 0.12% (n = 330,000) | purified IAP, CDP-Star luminescence, 30 min | inhibition, % at 10 µM | P09923;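 active = inhibition reaching a set limit with compound at 10 µM in the primary screen, cut at about 35% in these data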;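 note: plate controls were DMSO wells with enzyme for no effect and no-enzyme buffer wells for full effect; values of inactives mirror those of a sister screen read the other way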
mIAP activ: increases mouse intestinal alkaline phosphatase activity; muIAP, CDP-Star luminescence, 30 min; hits give high values; 1 = vehicle-only enzyme signal, 0 = enzyme-free wells; activation factor at 10 µM; actives 0.24% (n = 330,000); AID 2805;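 active = activation factor of at least 2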; note: the source names both 10 and 20 µM as test concentration; values of inactives mirror those of a sister screen read the other way
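System: mouse IAP enzyme. Reagent: CDP-Star chemiluminescent phosphatase substrate. Benchmarks: DMSO wells, no-enzyme wells. Times: 30 min enzyme-substrate-compound incubation at room temperature. Detection: luminescence from enzymatic CDP-Star hydrolysis. Doses: test compounds delivered from DMSO solution.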
* = called active by the depositor; nt = no result given. Compounds were not picked by outcome; 4.6% or so of the library scored in one or more.

No.	SMILES	TIM10 inh	tim10-1 inh	hIAP block	NLRP3 yeast inh	A3G deaminase	mIAP activ	MIN6 prolif	APOBEC3A inh	mIAP inh
1	O=C(NCc1cccc(Cl)c1)c1ccc2nc[nH]c2c1	-3	4	-23	10	-7	0.86	0	-4	14
2	COc1cccc(OC)c1C(=O)NC(=O)Nc1c(F)c(F)c(F)c(F)c1F	11	10	14	5	-10	0.96	0	-5	4
3	Oc1ccc(C(=S)N2CCN(c3cccc(Cl)c3)CC2)cc1	54*	41*	-13	9	40*	0.93	-5	4	7
4	Cc1cc(C)c(S(C)(=O)=O)c(=O)[nH]1	-1	7	6	20	-5	1.1	0	2	-7
5	CC(=O)Nc1cc(C(=O)N(C)Cc2ccco2)ccc1Sc1ccc(Cl)cc1	-4	10	7	9	-10	1	1	-2	0
6	Cc1nnc(SCC(=O)NC23CC4CC(CC(C4)C2)C3)s1	14	11	-8	11	-6	0.93	0	4	7
7	N=c1oc2ccc([N+](=O)[O-])cc2cc1C(=O)NCc1ccccc1	15	26	-29	16	1	0.95	-5	0	5
8	Cc1cccc(OCCCC(=O)Nc2nnc(C3CCCO3)s2)c1C (stereo not given)	5	5	2	-5	-5	1.1	-2	-4	-6
9	COc1cccc(C2=CC(=O)CC(C)(C)C2)n1	-6	-17	13	20	-1	0.97	-1	0	3
10	O=C(NC1CCCc2ccccc21)C1CCN(S(=O)(=O)c2cccc3nsnc23)CC1 (stereo not given)	-39	12	-18	18	-9	1	0	-3	-3
11	O=C(N/N=C/c1ccoc1)c1ccc(Br)cc1	3	2	0	9	-1	0.96	-5	3	4
12	Nc1ccccc1C#Cc1ccc([N+](=O)[O-])cc1	19	9	8	15	-8	0.9	-2	-1	10
13	Cc1cc2ncn(S(=O)(=O)N3CCCCC3)c2cc1C	16	30	-24	69*	2	0.94	1	-1	6
14	O=C(Oc1ccc([N+](=O)[O-])cc1)c1ccc2ccccc2n1	40*	37	-3	-24	2	0.93	-3	-5	7
15	Nc1nc(OCC2CCCCC2)c2[nH]cnc2n1	8	20	-85	15	4	0.95	-2	6	5
16	COCCNC(=O)c1ccc(C)c(S(=O)(=O)Nc2ccc(C)cc2)c1	-2	1	-6	-3	2	0.79	0	5	21
17	O=C1CCC(C(=O)N(Cc2ccco2)C2(C(=O)NC3CCCC3)CCCCC2)N1 (stereo not given)	-6	-9	-14	7	-3	1	0	2	-2
18	O=C(CCC(=O)N1CCc2ccccc21)Nc1ccccc1	4	1	-12	7	-5	1	-2	0	0
19	CCOC(=O)C1=C(COC(=O)/C=C/c2ccc([N+](=O)[O-])cc2)NC(=O)NC1C (stereo not given)	-1	0	6	16	-8	0.98	7	7	2
20	O=C(NCCc1ccc(F)cc1)c1cc2ccccc2oc1=O	3	2	2	21	-5	0.93	1	-3	7

Shown with one line to a screen: entries from further up.
11	O=C(N/N=C/c1ccoc1)c1ccc(Br)cc1
12	Nc1ccccc1C#Cc1ccc([N+](=O)[O-])cc1
13	Cc1cc2ncn(S(=O)(=O)N3CCCCC3)c2cc1C
14	O=C(Oc1ccc([N+](=O)[O-])cc1)c1ccc2ccccc2n1
15	Nc1nc(OCC2CCCCC2)c2[nH]cnc2n1
Assay by compound	11	12	13	14	15
TIM10 inh	3	19	16	40*	8
tim10-1 inh	2	9	30	37	20
hIAP block	0	8	-24	-3	-85
NLRP3 yeast inh	9	15	69*	-24	15
A3G deaminase	-1	-8	2	2	4
mIAP activ	0.96	0.9	0.94	0.93	0.95
MIN6 prolif	-5	-2	1	-3	-2
APOBEC3A inh	3	-1	-1	-5	6
mIAP inh	4	10	6	7	5

The listing continues.
No.	SMILES	TIM10 inh	tim10-1 inh	hIAP block	NLRP3 yeast inh	A3G deaminase	mIAP activ	MIN6 prolif	APOBEC3A inh	mIAP inh
21	CCCCn1c(N)c(N(CCOC)C(=O)c2ccc(Br)o2)c(=O)[nH]c1=O	1	1	3	6	-4	1	3	0	-4
22	CC(C)C(=O)Nc1ccc(C(=O)N2CCN(C(=O)c3ccco3)CC2)cc1	6	0	11	-4	-12	1	6	0	-1
23	CC(C)(C)NC(=O)NC(=O)CSc1ccc(S(=O)(=O)N2CCOCC2)cn1	-1	-8	-6	7	-9	1.1	5	-1	-8
24	Cc1ccc(C(C)C)c(OCC(=O)c2c(O)c3ccccc3oc2=O)c1	0	11	-13	2	-5	1	-5	-17	-4
25	Cc1nc(SCC(=O)NCc2ccc(F)cc2)c2c(=O)n(C)c(=O)n(C)c2n1	6	17	-19	-8	-4	1.2	1	-5	-18
26	COc1cc2c(C(=O)N3CCN(C)CC3)c(C)oc2cc1Br	-8	-3	-26	20	3	1.1	0	8	-15
27	CC1(C(=O)O)CCC(C(=O)Nc2ccc(OC(F)(F)Cl)cc2)C1(C)C (stereo not given)	-22	8	4	11	-10	0.99	-4	-4	1
28	Cc1nn(-c2ccccc2)c2c1C(O)n1c(nc3ccccc31)S2 (stereo not given)	25	41*	17	14	-4	1	-1	-3	-1
29	CC(=O)c1ccc(N2Cc3ccccc3C2=NC(=O)c2cccs2)cc1	18	25	13	1	3	0.82	0	0	18
30	Oc1c(Cl)cc(Cl)cc1/C=N/c1nccs1	32	23	5	6	-1	0.8	-6	-3	20
31	CC(=O)N1N=C(c2cccc(Cl)c2)OC1c1ccc(C(C)C)cc1 (stereo not given)	5	23	-15	13	-3	0.96	-4	-3	4
32	COc1cccc(OCC(=O)O)c1	1	6	-8	-4	-2	1	-2	2	-3
33	Cc1ccc(S(=O)(=O)N2CCN(C(=O)C(C)Cn3cncn3)CC2)cc1C (stereo not given)	0	-9	12	15	-6	0.94	0	-1	6
34	COc1cccc(C(=O)N2c3cc(C)ccc3OCC2C(C)(C)C)c1 (stereo not given)	1	26	-1	11	-11	1	-4	-7	-2
35	CC1CN(S(=O)(=O)c2cccc(C(=O)N(C)C3CCN(C)CC3)c2)CC(C)O1 (stereo not given)	4	-20	-2	6	-2	0.95	-4	2	5
36	Cc1cc2c(NCc3ccccc3)ncnc2s1	-6	16	-11	36	7	0.85	-4	-1	15
37	COc1cccc(-c2sc3ccc(OC)cc3c2C#CCCO)c1	7	16	13	17	-11	1	-6	-2	-1
38	COc1ccc(NC(=O)C2CCCN(C(=O)Nc3ccc(F)cc3)C2)cc1 (stereo not given)	-21	-7	4	14	10	1.1	1	1	-8
39	Cn1cnc2cc(NC(=O)COc3ccccc3)ccc21	-7	-6	-15	1	-8	1.1	-1	-2	-6
40	COc1ccc(-c2[nH]ncc2CN2CCN(c3ccc(F)cc3)CC2)cc1	15	6	-33	11	0	1	-1	0	-2
41	Cc1ccc(-c2nc(-c3ccncc3)no2)c(C)c1	-16	-60	-21	25	-4	0.97	-3	-5	3
42	O=C(CSCc1c(F)cccc1Cl)NCc1cccnc1	8	12	21	9	-3	1	0	5	-1
43	CCOC(=O)c1cccc(NC(=O)COc2nsnc2N2CCOCC2)c1	21	34	-12	17	-8	1.2	0	-6	-20
44	CCSc1nnc(N2C(=O)C(O)=C(C(=O)c3ccco3)C2c2cccc(OC)c2)s1 (stereo not given)	-5	12	-4	9	-3	1	-2	1	-1
45	C=CCN1C(=O)C2C(C(=O)NC3CCCC3)C3(C)C=CC2(O3)C1C(=O)NC1CCCC1 (stereo not given)	8	-15	9	7	-2	0.97	1	0	3
46	O=C(O)CCc1ccc(-c2ccccc2)n1NC(=O)c1sc2ccccc2c1Cl	8	22	-3	12	-2	1	-3	1	-3
47	CSC(=O)NC(=O)NC(=O)c1ccc([N+](=O)[O-])cc1	5	-7	-4	-12	-9	0.96	-4	-1	4
48	O=C(Oc1cc(Cl)ccc1Cl)c1ccc(N2CCOCC2)c([N+](=O)[O-])c1	-4	12	8	20	-2	0.83	-4	2	17
49	COc1ccc2[nH]c3ccccc3c2c1	14	14	9	16	3	1.1	-5	1	-11
50	O=C(NCc1ccccc1)C(=O)Nc1cccc(C(=O)O)c1	-5	-4	-6	1	-3	1.1	-3	-3	-9
51	COc1ccc(N2CCN(C(=O)CCNS(=O)(=O)c3ccc(Br)s3)CC2)cc1	24	30	2	14	-10	1	-1	-3	-2
52	CCOC(=O)C1C(C(=O)OC)=C(c2ccc(F)cc2)c2ccccc2N1S(=O)(=O)C(F)(F)F (stereo not given)	-19	13	nt	nt	2	0.98	nt	1	2
53	CC1(C)C(=O)OC(c2cccn2-c2cccc([N+](=O)[O-])c2)C2(CCCCC2)C1=O (stereo not given)	30	38	-9	5	-3	0.85	0	-2	15
54	CC(C)c1nc2c(c(=O)c3ccccc3n2C)c(=O)n1CCc1ccccc1	38	23	-8	42	-11	0.94	-3	-3	6
55	COc1cc(/C=N/NC(=O)NC23CC4CC(CC(C4)C2)C3)ccc1O	18	51*	1	-2	6	1.1	-3	4	-11
56	CCCN(CCC)CCNC(=O)c1cc2c(=O)n(CC)c3ccccc3c2s1	-1	12	13	0	-7	0.9	-6	3	10
57	Cc1ccc2nc(SCC(=O)Nc3ncccn3)[nH]c2c1	-5	-30	-36	0	-7	0.94	-1	-2	6
58	COc1ccc(C)cc1N(CC(N)=O)S(=O)(=O)c1ccc(C)cc1	-3	14	6	18	0	1	-1	1	0
59	Cc1cccc(C)c1OCC(O)CNC(C)(C)C (stereo not given)	-15	5	17	-5	0	0.99	-2	1	1
60	CC(=O)c1ccc(N2CCN(S(=O)(=O)c3ccc4c(c3)CC(C)N4C(=O)C3CC3)CC2)cc1 (stereo not given)	-14	-1	-5	15	-3	0.95	-5	2	4
61	Cc1[nH]n(-c2ccc(F)cc2)c(=O)c1C=Nc1ccc(S(=O)(=O)N(C)C)cc1	11	15	-6	-17	-1	0.89	-3	-3	11
62	O=C(NCCN1CCNC1=O)C1CCC(=O)N(CCc2ccc(Cl)cc2)C1 (stereo not given)	1	-9	0	14	5	1.1	-2	4	-6
63	COC(=O)Cc1cnc(NC(=O)C2C3CCC(C3)C2C(=O)O)s1 (stereo not given)	10	0	-9	1	-2	0.9	1	2	10

Compounds from the list above that have two or more sulfur atoms:
No.	SMILES	TIM10 inh	tim10-1 inh	hIAP block	NLRP3 yeast inh	A3G deaminase	mIAP activ	MIN6 prolif	APOBEC3A inh	mIAP inh
6	Cc1nnc(SCC(=O)NC23CC4CC(CC(C4)C2)C3)s1	14	11	-8	11	-6	0.93	0	4	7
10	O=C(NC1CCCc2ccccc21)C1CCN(S(=O)(=O)c2cccc3nsnc23)CC1 (stereo not given)	-39	12	-18	18	-9	1	0	-3	-3
23	CC(C)(C)NC(=O)NC(=O)CSc1ccc(S(=O)(=O)N2CCOCC2)cn1	-1	-8	-6	7	-9	1.1	5	-1	-8
44	CCSc1nnc(N2C(=O)C(O)=C(C(=O)c3ccco3)C2c2cccc(OC)c2)s1 (stereo not given)	-5	12	-4	9	-3	1	-2	1	-1
51	COc1ccc(N2CCN(C(=O)CCNS(=O)(=O)c3ccc(Br)s3)CC2)cc1	24	30	2	14	-10	1	-1	-3	-2
